HKDC1 inh = blocks human hexokinase HKDC1 activity; inhibition, % at 20 µM; Q2TB90; recombinant HKDC1, G6PDH/diaphorase resazurin coupled fluorescence; actives 0.16% (n = 340,000); AID 493160;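 active = inhibition above about 35% when tested at 20 µM, limit read from the data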;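 also: plate controls were DMSO wells with enzyme for no effect and DMSO wells lacking enzyme for full effect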
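Incubation: 90 min at room temperature in dark / Material: recombinant HKDC1 (HK5) hexokinase enzyme, produced in-house / Quantity: enzyme 5 µg/mL final / Compound: one dose of 20 µM, 1% DMSO / Reagent: glucose and ATP substrates / Buffer or medium: Tris pH 8.0 buffer with MgCl2, Tween-20, BSA, BME / Technique: resorufin fluorescence at 613 nm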
SENP6 inh = blocks the human protease SENP6 | inhibition, % at 10 µM | AID 2599 | actives 1.8% (n = 330,000) | Q9GZR1 | Recombinant SENP6 catalytic domain, aminoluciferin luminescence;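 active = inhibition above about 50% at the single tested dose, limit read from the data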;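 also: plate controls were DMSO wells with enzyme for no effect and DMSO wells lacking enzyme for full effect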
SENP7 block = SENP7 protease inhibition | Q9BQF6 | recombinant SENP7, Z-RLRGG-aminoluciferin luminescence, 40 min | inhibition, % at 5 µM | actives 1.5% (n = 330,000) | AID 434973;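 active = inhibition above about 50% at the single test dose, limit read from the data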;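 also: plate controls were DMSO with enzyme for no effect and no enzyme buffer wells for full effect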
Target sequence (Q9BQF6 706-1050 limits assumed): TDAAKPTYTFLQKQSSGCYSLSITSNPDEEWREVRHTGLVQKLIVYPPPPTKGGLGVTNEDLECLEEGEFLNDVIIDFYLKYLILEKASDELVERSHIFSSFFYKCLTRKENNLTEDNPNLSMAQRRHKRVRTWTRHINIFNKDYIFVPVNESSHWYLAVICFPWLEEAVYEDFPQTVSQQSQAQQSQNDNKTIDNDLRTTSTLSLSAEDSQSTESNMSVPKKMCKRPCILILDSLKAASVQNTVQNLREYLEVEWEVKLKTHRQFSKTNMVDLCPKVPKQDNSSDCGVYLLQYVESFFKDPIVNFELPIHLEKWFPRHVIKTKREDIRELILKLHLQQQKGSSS
SENP1 inh = blocks the human SENP1 SUMO protease catalytic domain; Q9P0U3; recombinant SENP1 catalytic domain, CyPet-SUMO1-YPet FRET cleavage; inhibition, % at 10 µM; actives 0.21% (n = 360,000); AID 624204;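 active = inhibition at least 30% at 10 µM, raw YFP signal under a set limit, fluorescence ratio 0.5 to 1.5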;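 also: 0% = enzyme with DMSO and 100% = no enzyme wells; some results filed as inactive read as strong as hits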
Target sequence (Q9P0U3 419-644 limits assumed): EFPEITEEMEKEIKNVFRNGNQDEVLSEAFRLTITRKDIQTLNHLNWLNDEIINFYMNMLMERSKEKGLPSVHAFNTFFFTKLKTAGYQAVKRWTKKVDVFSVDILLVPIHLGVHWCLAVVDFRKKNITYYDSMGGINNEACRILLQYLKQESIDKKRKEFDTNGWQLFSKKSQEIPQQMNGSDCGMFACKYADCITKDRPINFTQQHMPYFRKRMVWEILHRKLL
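Material: hSENP1 catalytic domain, recombinant; medium: Tris pH 8 with BME, BSA, NP40 and catalase; compound: single concentration of 10 µM compound, 0.5% DMSO final; technique: FRET read of cyan and yellow fluorescence; timing: 50 min enzyme reaction, room temperature, light-protected; reagent: SFCypet-SUMO1-SFYpet substrate at 25 nM; control set: no-enzyme low, enzyme-DMSO high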
SENP8 block-1 = inhibitors of human SENP8 protease; Q96LD8; purified SENP8, Z-RLRGG-aminoluciferin cleavage, luminescence; inhibition, % at 10 µM; actives 1.2% (n = 330,000); AID 2540; in the data active = inhibition above about 50%
Target sequence (Q96LD8 whole entry, looked up): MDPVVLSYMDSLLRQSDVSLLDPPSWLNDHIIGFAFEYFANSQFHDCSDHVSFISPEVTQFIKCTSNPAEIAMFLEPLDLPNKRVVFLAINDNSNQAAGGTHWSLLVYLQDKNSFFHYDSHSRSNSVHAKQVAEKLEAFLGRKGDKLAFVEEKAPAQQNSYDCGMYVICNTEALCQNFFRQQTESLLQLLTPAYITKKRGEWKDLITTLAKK
SENP8 block-2 = SENP8 (human) protease inhibition. recombinant SENP8, Nedd8 substrate fluorescence. inhibition, % at 20 µM. AID 602440. Q96LD8. actives 0.64% (n = 360,000); in the data active = inhibition mostly above about 40%, no sharp cut-off; inactive = mostly below about 27%
Apaf1 inhib = inhibitors of human Apaf-1 apoptosome. reconstituted apoptosome caspase-3 activity, DEVD-Rh110 fluorescence. AID 489030. O14727. inhibition, % at 20 µM. actives 0.71% (n = 330,000); active = inhibition of at least 40% at 20 µM;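 also: plate controls were DMSO wells for no effect and DEVD-CHO caspase inhibitor wells for full effect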
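Medium: Hepes buffer, pH 7.5 / System: biochemical Apaf-1 apoptosome reconstitution / Measured by: Rh110 fluorescence, excitation 480 nm, emission 540 nm / Times: compound with Apaf-1, dATP, procaspase-3 30 min, then 50 min reaction, room temperature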
PfGluPho inh = PfG6PD (Plasmodium falciparum) enzyme inhibition. PfGluPho enzyme, NADPH resazurin-diaphorase fluorescence. AID 504690. actives 0.78% (n = 350,000). inhibition, % at 20 µM;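 active = inhibition reaching at least a set limit at 20 µM in the primary screen, cut at about 59% in these data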;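 also: 0% = DMSO wells with substrate and 100% = DMSO wells lacking glucose-6-phosphate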
* marks the source's active call; other numbers are inactive results; · = no result given. Random draw from the library. Share with any hit: about 3.6%.

SMILES | HKDC1 inh | SENP6 inh | SENP7 block | SENP1 inh | SENP8 block-1 | SENP8 block-2 | Apaf1 inhib | PfGluPho inh
COc1cccc(-c2c(NC(=O)c3ccco3)oc3ccccc3c2=O)c1 | -2.3 | 14.2 | 1.9 | -0.9 | 5.7 | -2.0 | 9.6 | -8.0
O=C(COC(=O)c1ccco1)NCc1ccc2c(c1)OCO2 | -3.9 | 57.8* | 5.5 | 2.0 | -2.6 | 9.9 | -22.6 | 3.9
Cc1ccc(NC(=O)C(=O)NCCCN2CCCC2=O)cc1 | -0.3 | 6.3 | -6.1 | 0.4 | -8.1 | 5.2 | -10.3 | -3.1
OC1(c2ccc(Cl)cc2)CN(c2ccccc2)C2=[N+]1CCS2 (configuration not stated) | 0.1 | -31.2 | -7.2 | 0.6 | -15.6 | -10.4 | 24.2 | 7.8
CCCCOC(=O)c1ccc(NC(=O)COC(=O)CN2C(=O)NC3(CCCC3)C2=O)cc1 | -1.6 | -6.4 | -9.1 | -1.0 | -7.7 | 19.0 | 0.9 | 5.8
COC(=O)c1c(NC(=O)CN2CCN(c3ncccn3)CC2)sc(C(N)=O)c1C | 5.0 | 0.8 | -0.8 | -7.5 | 3.7 | -19.8 | 9.6 | 14.4
O=C1C(Cl)=C(N2CCCCC2)C(=O)C(Cl)=C1c1cnc(N2CCCCC2)s1 | 70.0* | 11.8 | 7.9 | -22.1 | 11.4 | -19.3 | 47.7* | 87.6*
Cc1ccc(N)cc1O | 18.2 | 8.3 | 8.6 | -8.4 | 7.6 | 28.1 | 0.7 | 65.2*
COc1ccc(-c2nc(SCC(=O)NC3CCCC3)c(-c3ccc(OC)cc3)[nH]2)cc1 | -4.1 | 0.7 | -5.6 | -0.7 | -4.7 | -176.7 | 13.7 | 25.6
O=C(O)c1ccc(N=C2NC(=O)C(CO)(CO)S2)cc1 | -3.7 | -2.8 | -5.2 | -3.6 | -5.7 | -3.9 | -4.2 | 6.3
COc1ccc(NC(=O)c2cc3ccccc3cc2O)cc1 | 38.3* | 51.2* | 13.1 | -22.0 | 49.8 | 20.0 | 38.0 | 70.2*
CC(C)C(=O)Nc1ccc([N+](=O)[O-])c(C(F)(F)F)c1 | -1.4 | -4.2 | -1.5 | 0.3 | 12.2 | 13.8 | 2.2 | -6.7
N=c1c2c3c(sc2nc2n1CCCCC2)CCCCC3 | -1.2 | 13.7 | -9.5 | -0.1 | -8.6 | 19.9 | 4.6 | -3.4
COc1ccc(C(=Cc2ccccc2[N+](=O)[O-])C(=O)O)cc1 | -7.3 | · | · | 2.0 | · | -13.4 | · | -9.0
O=C(CC1SCCNC1=O)Nc1ccc(Cl)cc1 (configuration not stated) | -5.9 | 1.8 | 10.1 | -1.3 | -6.0 | 4.0 | -25.5 | 7.5
CCCn1c2ccccc2c2cnn(CC(=O)NCCCN3C(C)CCCC3C)c(=O)c21 (configuration not stated) | -0.2 | -12.8 | 10.8 | -13.3 | -5.6 | -139.8 | 9.0 | -9.2
CC[C@]12c3[nH]c4cc(-c5ccco5)ccc4c3CCN1C(=O)[C@@H](CC(=O)NC(C)(C)C)C[C@@H]2C(=O)N1CCN(C(=O)c2ccco2)CC1 | 9.7 | · | -2.9 | -22.0 | · | -376.8 | 11.6 | 23.7
Cc1ccc(NC(=O)c2cccnc2)cc1S(=O)(=O)N(C)C | -11.9 | 0.3 | -5.0 | 1.1 | 1.3 | -0.4 | -0.4 | -12.7
COc1cc(C2C(C#N)=C(N)OC3=C2C(=O)CCC3)c([N+](=O)[O-])cc1OC (configuration not stated) | 11.2 | · | · | -27.5 | · | -268.7 | · | 30.9
Cc1sc2nc(C)n(/N=C/c3ccc(O)cc3)c(=O)c2c1C | 4.5 | 4.5 | -6.7 | 1.2 | -10.5 | 16.6 | -8.2 | -4.4
Cc1ccc(C)n1-c1cc(S(=O)(=O)N2CCOCC2)ccc1N1CCCC1 | 11.1 | 7.7 | 6.4 | -45.7 | 2.2 | -75.9 | 10.0 | 42.9
CCC(=O)N1N=C(c2ccc(NS(C)(=O)=O)cc2)CC1c1ccc(C)cc1 (configuration not stated) | -6.8 | 7.1 | 1.9 | -2.9 | -0.8 | -342.8 | -10.0 | 9.0
CSc1nc(N2CCOCC2)c2c(c1C#N)CCCCC2 | -0.2 | -4.0 | 0.7 | 0.9 | 3.4 | -73.5 | 13.4 | -30.1
O=C(CCCOc1ccccc1)NNC(=O)c1ccc(Cl)cc1 | -3.9 | -6.6 | 1.1 | -1.6 | 4.0 | 7.4 | -8.4 | -16.5
Cn1c(-c2cccc(Br)c2)cnc1NCc1cccnc1 | -5.1 | 21.6 | 11.0 | 0.6 | 6.0 | 10.7 | 11.6 | -12.2
COC(=O)c1ccc(CSc2nc3sc4c(c3c(=O)n2C)CCCC4)o1 | -0.2 | -8.8 | 15.7 | 1.9 | -11.1 | 14.6 | 2.9 | 0.6
O=C(O)c1ccccc1S(=O)(=O)CC(=O)N1CCCCC1 | 1.7 | -5.8 | 2.9 | -1.0 | 3.7 | -0.1 | -3.3 | 9.9
CN(C)S(=O)(=O)c1ccc(N2CCCC2)c(C(=O)NNC(=O)COc2ccc(Cl)cc2)c1 | -2.6 | -4.1 | -9.8 | 0.4 | 2.4 | -26.2 | 1.1 | -23.0
COc1ccccc1N/C(N)=N/c1nc(CSc2ccc(C)cc2)cc(=O)[nH]1 | 3.9 | -14.5 | 0.0 | 0.7 | -5.2 | 2.0 | 8.4 | 14.9
c1coc(-c2ccnc3nc(-n4cccc4)nn23)c1 | -9.2 | 8.7 | -2.5 | -17.0 | 0.1 | -140.8 | 5.6 | -5.2
COC(=O)c1ccc(CN2C(=O)NC3(CCCc4ccccc43)C2=O)o1 (configuration not stated) | -6.7 | -4.2 | 0.1 | 3.5 | -4.6 | 27.6 | -7.0 | -6.5
O=C(Nc1ccccc1N1CCCC1)c1cc(S(=O)(=O)N2CCOCC2)ccc1Cl | 5.0 | -16.7 | 8.5 | -1.4 | -9.6 | 13.4 | 31.5 | 5.4

12 compounds out of the list, ordered by SMILES length, descending:
SMILES | HKDC1 inh | SENP6 inh | SENP7 block | SENP1 inh | SENP8 block-1 | SENP8 block-2 | Apaf1 inhib | PfGluPho inh
CC[C@]12c3[nH]c4cc(-c5ccco5)ccc4c3CCN1C(=O)[C@@H](CC(=O)NC(C)(C)C)C[C@@H]2C(=O)N1CCN(C(=O)c2ccco2)CC1 | 9.7 | · | -2.9 | -22.0 | · | -376.8 | 11.6 | 23.7
CN(C)S(=O)(=O)c1ccc(N2CCCC2)c(C(=O)NNC(=O)COc2ccc(Cl)cc2)c1 | -2.6 | -4.1 | -9.8 | 0.4 | 2.4 | -26.2 | 1.1 | -23.0
COc1cc(C2C(C#N)=C(N)OC3=C2C(=O)CCC3)c([N+](=O)[O-])cc1OC (configuration not stated) | 11.2 | · | · | -27.5 | · | -268.7 | · | 30.9
COc1ccc(-c2nc(SCC(=O)NC3CCCC3)c(-c3ccc(OC)cc3)[nH]2)cc1 | -4.1 | 0.7 | -5.6 | -0.7 | -4.7 | -176.7 | 13.7 | 25.6
COC(=O)c1c(NC(=O)CN2CCN(c3ncccn3)CC2)sc(C(N)=O)c1C | 5.0 | 0.8 | -0.8 | -7.5 | 3.7 | -19.8 | 9.6 | 14.4
COc1ccc(C(=Cc2ccccc2[N+](=O)[O-])C(=O)O)cc1 | -7.3 | · | · | 2.0 | · | -13.4 | · | -9.0
Cc1sc2nc(C)n(/N=C/c3ccc(O)cc3)c(=O)c2c1C | 4.5 | 4.5 | -6.7 | 1.2 | -10.5 | 16.6 | -8.2 | -4.4
O=C(O)c1ccc(N=C2NC(=O)C(CO)(CO)S2)cc1 | -3.7 | -2.8 | -5.2 | -3.6 | -5.7 | -3.9 | -4.2 | 6.3
O=C(CCCOc1ccccc1)NNC(=O)c1ccc(Cl)cc1 | -3.9 | -6.6 | 1.1 | -1.6 | 4.0 | 7.4 | -8.4 | -16.5
Cc1ccc(NC(=O)C(=O)NCCCN2CCCC2=O)cc1 | -0.3 | 6.3 | -6.1 | 0.4 | -8.1 | 5.2 | -10.3 | -3.1
CSc1nc(N2CCOCC2)c2c(c1C#N)CCCCC2 | -0.2 | -4.0 | 0.7 | 0.9 | 3.4 | -73.5 | 13.4 | -30.1
O=C(CC1SCCNC1=O)Nc1ccc(Cl)cc1 (configuration not stated) | -5.9 | 1.8 | 10.1 | -1.3 | -6.0 | 4.0 | -25.5 | 7.5

Compound profiles, from the list above. Values in the order: HKDC1 inh | SENP6 inh | SENP7 block | SENP1 inh | SENP8 block-1 | SENP8 block-2 | Apaf1 inhib | PfGluPho inh
Entry for `COc1ccc(C(=Cc2ccccc2[N+](=O)[O-])C(=O)O)cc1` → -7.3 | · | · | 2.0 | · | -13.4 | · | -9.0
Entry for `O=C(Nc1ccccc1N1CCCC1)c1cc(S(=O)(=O)N2CCOCC2)ccc1Cl` → 5.0 | -16.7 | 8.5 | -1.4 | -9.6 | 13.4 | 31.5 | 5.4

High-throughput results from PubChem BioAssay.
